KCNQ2 inh: KCNQ2 potassium channel inhibitors, primary screen, cell-based, CHO-K1, FluxOR thallium flux, B-score (AID 2156) | Potassium voltage-gated channel subfamily KQT member 2 (Rattus norvegicus), O88943 | 20 min; active compounds read low | B-score at 10 µM | 310,000 tested, 1.1% active;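 active = fluorescence ratio B-score at most minus 3 library SDs, with starting brightness B-score within 2 library SDs, cut at about -5.5 in these data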
Target sequence (O88943 whole entry, looked up): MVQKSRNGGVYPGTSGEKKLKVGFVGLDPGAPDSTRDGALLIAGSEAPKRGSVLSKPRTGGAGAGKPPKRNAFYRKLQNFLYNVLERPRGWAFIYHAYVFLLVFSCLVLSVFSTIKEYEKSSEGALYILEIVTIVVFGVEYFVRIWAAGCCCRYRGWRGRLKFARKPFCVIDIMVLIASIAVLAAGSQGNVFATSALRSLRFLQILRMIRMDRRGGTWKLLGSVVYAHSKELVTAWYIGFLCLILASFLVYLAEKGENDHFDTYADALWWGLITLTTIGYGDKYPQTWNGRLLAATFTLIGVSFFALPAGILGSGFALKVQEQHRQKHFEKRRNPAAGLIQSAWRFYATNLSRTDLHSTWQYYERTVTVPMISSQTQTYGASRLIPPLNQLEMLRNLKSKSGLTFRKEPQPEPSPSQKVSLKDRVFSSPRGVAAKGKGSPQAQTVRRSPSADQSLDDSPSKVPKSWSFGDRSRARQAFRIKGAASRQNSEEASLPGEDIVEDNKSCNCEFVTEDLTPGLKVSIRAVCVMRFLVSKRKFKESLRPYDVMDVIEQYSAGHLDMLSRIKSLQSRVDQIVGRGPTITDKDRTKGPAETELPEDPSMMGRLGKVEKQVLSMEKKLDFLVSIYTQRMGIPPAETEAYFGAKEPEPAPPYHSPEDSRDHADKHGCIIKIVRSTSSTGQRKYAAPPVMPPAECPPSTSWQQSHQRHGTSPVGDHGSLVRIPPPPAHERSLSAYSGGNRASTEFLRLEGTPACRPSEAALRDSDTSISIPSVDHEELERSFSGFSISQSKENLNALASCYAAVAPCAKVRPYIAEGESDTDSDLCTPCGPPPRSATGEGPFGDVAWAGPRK
Kir21 block: inhibitors of mouse Kir2.1 inward-rectifier potassium channel | Inward rectifier potassium channel 2 (Mus musculus), P35561 | HEK293-Kir2.1, FluxOR thallium flux fluorescence; active compounds read low | B-score at 10 µM | 310,000 tested, 0.85% active;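 active = fluorescence ratio B-score at or below minus 3 SD of library scores, with starting-brightness B-score within 2 SD, cut at about -4.2 in these data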;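 also: channel flux triggered by added potassium and thallium sulfate stimulus; B-score of peak minus minimum fluorescence over baseline after thallium stimulus; more negative B-score means stronger Kir2.1 block with less thallium influx; some compounds called inactive have numbers as strong as hits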
Numbers without * were called inactive; i = inactive; & = joins results of further samples.

compound | KCNQ2 inh | Kir21 block
COc1ccc(/C(N)=N/OC(=O)Cc2ccccc2)cc1 | i | -0.58
CC(=O)Nc1ccccc1OC(C)C(=O)N1CCC(C)CC1 (stereo unspecified) | i | 0.02
CCCC[C@@H]1CCCO[C@@](C(=O)NCc2ccccn2)(C(F)(F)F)C1 | i | -1.1
CSc1nc(C)cc(SCC(=O)N/N=C/c2ccccc2)n1 | i | -0.69
Cc1ncc(CN2CCN(C(C)C)C(CCO)C2)s1 (stereo unspecified) | i | 1.2
CC(=O)Nc1ccc(S(=O)(=O)Oc2ccc(/C=N/N=C3/NC(=O)C(CC(=O)O)S3)cc2)cc1 (stereo unspecified) | i | 0.17
Cc1cc(-n2nc(C)cc2C)nc(NS(=O)(=O)c2ccccc2Cl)n1 | i | -0.7
NC(=O)CC(NC(=O)Cc1ccc(Br)cc1)c1ccc(NCc2cc(F)ccc2F)c([N+](=O)[O-])c1 (stereo unspecified) | i | 0
CN1CCC(=O)N([C@H](CSc2ccc(Br)cc2)Cc2ccccc2)CC1 | i | -3.2
COc1ccc(CNC(=O)c2c(N)n(CCCN3CCOCC3)c3nc4ccccc4nc23)cc1 | i | 0.26
Cn1ncc2c(NNC(=O)C3CCCCC3)ncnc21 | i | -1.2
CCOC(=O)c1cc(S(=O)(=O)N2CC(C)CC(C)C2)cn1C (stereo unspecified) | i | -0.32
Cc1cc(=O)[nH]c(N/N=C/c2cccc(Br)c2)n1 | i | 0.72
COc1ccc(-c2cc(C)no2)cc1S(=O)(=O)Nc1cccc(C)c1 | i | -0.73
COc1cccc(NC(=O)c2cc(-c3ccco3)nc3ccccc23)c1 | i | 0.38
COc1ccc(-n2c(=S)[nH]c3c(sc(=S)n3-c3ccccc3)c2=O)c(OC)c1 | i | 2.3
COc1cc(N=Nc2c(O)c3ccccc3[nH]c2=O)c(OC)cc1N=Nc1ccccc1 | i | -0.28
CCCN1CCC(NC(=O)Nc2ccc(F)cc2F)CC1 | i | -0.44
COc1ccc(Cc2nnc(N/N=C/c3ccc(O)cc3O)[nH]c2=O)cc1OC | i | -1.4
O=C(Nc1cccc(S(=O)(=O)N2CCCC2)c1)c1ccncc1 | i | 0.22
CCOC(=O)C1CCCN(C(=O)c2cc(COc3ccc(C)nc3)on2)C1 (stereo unspecified) | i | 0.01
Cc1ccc(C(C(=O)NCCc2ccccc2)N(C(=O)c2csnn2)C2CC2)cc1 (stereo unspecified) | i | -1
O=C(OC1CCCCC1=O)c1cc(S(=O)(=O)N2CCOCC2)ccc1F (stereo unspecified) | i | 1
c1coc(CN(Cc2cccs2)Cc2nnnn2C2CCCCC2)c1 | i | -0.86
O=C1C=C(N(CCO)Cc2ccccc2)c2ccccc2C1=O | i | 0.07
O=C(NCCc1ccccc1)C(=O)NCc1ccncc1 | i | 0.42
Cc1cc(C)nc(NS(=O)(=O)c2ccc(NC(=O)Cc3ccc(F)cc3)cc2)n1 | i | -0.09
COc1ccc(CCC(=O)NCc2ccc3c(c2)OCO3)cc1 | i | 0.76
C/[N+]([O-])=C\c1ccc([N+](=O)[O-])o1 | i | -0.89
C/C(=C\c1ccc(N)cc1)c1nc2ccccc2[nH]1 | i | 2.4
COc1ccccc1NS(=O)(=O)c1cc(NC(=O)c2ccncc2)ccc1N1CCCC1 | i | -0.71
CCOC(=O)c1oc2cc(O)cc(O)c2c(=O)c1OCc1ccccc1 | i | 1.2
c1ccc(-c2nnc(CN3CCCc4ccccc43)o2)cc1 | i | -1.2
COc1ccccc1C(=O)N/C(=C/c1ccc2c(c1)OCO2)C(=O)Nc1cccc(C(=O)O)c1 | i | -0.85
COCCCNC(=O)CSc1nc2c(sc3ccccc32)c(=O)n1CCCC(=O)NCC1CCCO1 (stereo unspecified) | i | 1.7
Nc1ccc(-c2cc3ccccc3oc2=O)cc1 | i | -0.92
CCOc1ccc(-c2noc(CCC(=O)NC3CCCCC3)n2)cc1OC | i | 0.02
CCC(C)(C)NC(=O)C(c1ccc(F)cc1)N(Cc1cccc(OC)c1)C(=O)c1cnccn1 (stereo unspecified) | i | 0.07
COc1ccc2c(CN(C)c3ccccc3)cc(=O)oc2c1 | i | 1.6
Cc1onc(-c2ccccc2)c1C(=O)Nc1ccon1 | i | 1.1
CCN(c1ccccc1)c1nc2nonc2nc1NCCO | i | -0.5
COc1ccc(CC(=O)NCc2n[nH]c(=S)n2-c2ccccc2)cc1 | i | -0.84
O=C(C[n+]1cc[nH]c1)c1ccc(Cl)cc1 | i | 1.1
COC(=O)[C@@H](NC(=O)NCc1ccco1)C(C)C | i | 0.16
CCN(Cc1ccccc1)C(c1cc2cc(C)ccc2[nH]c1=O)c1nnnn1CCOC (stereo unspecified) | i | 1.6
c1ccc(Sc2ncnc3c2oc2ccccc23)nc1 | i | -0.01
O=[N+]([O-])c1ccc(Oc2cccc3cccnc23)c([N+](=O)[O-])c1 | i | 0.71
CCOc1ccc(/C=C/C(=O)NCc2ccccc2)cc1 | i | -1
Cc1cc(-c2cc(-c3ccc(Cl)cc3)nc(N)c2C#N)co1 | i | -4.9*
S=c1[nH]nc(-c2cc(-c3ccccn3)nc3ccccc23)o1 | i | 0.27
CC(CCc1ccccc1)NC(=O)c1ccccc1Cl (stereo unspecified) | i | -2
C=CCNC(=O)C(C)N1C(=O)c2ccccc2C1=O (stereo unspecified) | i | 0.38
O=C(NCCCCc1ccccc1)Nc1ccc(F)cc1F | i | 1.2
CCc1ccc2oc(C(=O)Nc3cccnc3)c(C)c2c1 | i | 0.74
O=C(N1CCCC1)C12CC3CCC(CC(C3)C1)C2 | i | 0.76
Clc1ccc2nc(CSCc3ccccc3)cn2c1 | i | -0.22

Continuation.
compound | KCNQ2 inh | Kir21 block
CC(/C=C/c1ccccc1)=N\Nc1nc2c(c(=O)[nH]c(=O)n2C)n1CCO | i | 0.01
COc1ccc(-c2nn(CCC(=O)O)cc2CCC(=O)O)cc1 | i | -0.07
O=C(NN1C(=O)c2ccccc2C1=O)C1CCCCC1 | i | 1
COC(=O)C1=C(NC(=O)c2ccc(C)c(C)c2)CCS1 | i | 0
Cc1ccc(C)c(NC2=NS(=O)(=O)c3ccccc32)c1 | i | -1.2
Cc1cccc(NC(=O)Cn2cc(C=O)c3ccccc32)c1 | i | -0.35
CC(C(=O)NC1CCCC1)N(C(=O)c1snc(C(N)=O)c1N)c1ccc2c(c1)OCCO2 (stereo unspecified) | i | -1.2
COc1cc(OC)cc(C(=O)N2CCN(C(=O)c3cccc(F)c3)CC2)c1 | i | 1.3
CSCCC(NC(=O)OCc1ccccc1)C(=O)NCc1cccnc1 (stereo unspecified) | i | 0.32
O=S(=O)(c1cccc2cccnc12)N1CCOCC1 | i | 0.53
CCNC(=O)COc1ccc(S(=O)(=O)Nc2ccccc2)cc1 | i | 0.46
COc1ccc(NC(=O)O/N=C/c2ccc(N(C)C)cc2)cc1 | i | -0.05
O=C(COc1cccnc1[N+](=O)[O-])Nc1ccc(N2CCOCC2)cc1 | i | -1.5
COc1ccccc1CNC(=O)C(c1ccccc1)c1ccccc1 | i | 0.94
O=C(CN1CCSC1=NCc1ccccc1)c1ccccc1 | i | 0.99
O=c1c2ccccc2nc(SCc2ccccc2)n1Cc1ccco1 | i | -0.78
Cc1csc(=O)n1CCC(=O)OCC(=O)Nc1cc([N+](=O)[O-])ccc1Cl | i | 1.4
COc1ccc2nc(NC(=O)C3CCCO3)sc2c1 (stereo unspecified) | i | 0.04
O=C(NN1CC(=O)N(c2cc(Cl)cc(Cl)c2)CC1=O)c1sccc1Cl | i | 0.17
CCCCNC(=O)Nc1nc(SCC(=O)OCC)n[nH]1 | i | -0.03
O=C(CSC1=NCCS1)c1ccc(Cl)cc1 | i | -0.55
O=C(CSc1ncccn1)N1CCCc2ccccc21 | i | 2.1
CCCCCC(=O)Nc1nc(C)c(-c2csc(Nc3ccc(Cl)cc3)n2)s1 | i | 1.8
O=C(c1ccco1)N1CCN(C(=O)c2cc3c(=O)oc4ccccc4c3s2)CC1 | i | -0.09

Single records, from the list above.
O=C(c1ccco1)N1CCN(C(=O)c2cc3c(=O)oc4ccccc4c3s2)CC1 in the list: KCNQ2 inh: i; Kir21 block: -0.09
Cc1csc(=O)n1CCC(=O)OCC(=O)Nc1cc([N+](=O)[O-])ccc1Cl in the list: KCNQ2 inh: i; Kir21 block: 1.4
O=C(NN1CC(=O)N(c2cc(Cl)cc(Cl)c2)CC1=O)c1sccc1Cl in the list: KCNQ2 inh: i; Kir21 block: 0.17

The results go on:
compound | KCNQ2 inh | Kir21 block
O=C(CSc1nc2ccccc2n1S(=O)(=O)c1cccc([N+](=O)[O-])c1)NCc1cccs1 | i | 0.02
Cc1nnc(C)n1/N=C/c1ccccc1 | i | -0.28
COc1cc(/C=N/NC(=O)c2ccncc2)ccc1O | i | 0.44&0.26
O=c1cc(-c2ccccc2)[nH][nH]1 | i | 0.65
CCCOC(=O)c1ccc2c(c1)C(=O)N(c1ccccc1)C2=O | i | 0.3
COc1ccc2oc(C(=O)NCCc3ccccc3)c(C)c2c1 | i | 1.1
Cc1ccc(C(C)C)c(OCC(=O)N/N=C/c2ccc(S(=O)(=O)O)o2)c1 | i | 0.81
O=C(CN1CCC(n2nnc3ccccc32)CC1)Nc1ccc2c(c1)CCC2 | i | 0.07

Continued.
Each structure is followed by: KCNQ2 inh	Kir21 block
- O=C1N/C(=C\c2ccc(O)cc2)C(=O)c2ccccc21
  i	-0.88
- CCOC(=O)Cn1c(=O)oc2cc(S(=O)(=O)NCc3ccccn3)ccc21
  i	1.2
- Cc1cc([N+](=O)[O-])nn1CCCC(=O)NCc1ccc(F)cc1
  i	1.6
- CCN(CC(=O)Nc1ccccc1OC)C(=O)CCOc1ccc(C(C)(C)C)cc1
  -6.3*	-0.87
- COc1ccc(C(=O)Nc2cc(C)nn2-c2cccc(F)c2)cc1
  i	-0.45
- Cc1ccoc1C(=O)N1CCCCC1C(=O)O (stereo unspecified)
  i	-0.69
- CCOC(=O)NC(c1cccc(Cl)c1)C1CCCCCC1=O (stereo unspecified)
  i	-0.92
- COc1ccc(NC(=O)CN(C)C(=O)c2ccccc2OC)cc1
  i	-0.6
- COC(=O)C1=C(C)N(CC2CC2)C(=NCCN2CCOCC2)N[C@H]1c1ccccc1
  i	0.09
- Cc1cc(CN2CCCC(N3CCc4ccccc4C3)C2)cc(C)c1O (stereo unspecified)
  i	-0.33
- Cc1cc(N=Cc2c(O)ccc3cc(Br)ccc23)no1
  i	-0.49
- O=Cc1ccc(OC(=O)C2CC(=O)N(c3ccc(F)cc3)C2)cc1 (stereo unspecified)
  i	-2.3
- CCN(CC)S(=O)(=O)c1ccc(/C=C/C(=O)OCC#N)cc1
  i	-0.42
- COc1ccc(NC(=O)c2nc(C)n(-c3ccc([N+](=O)[O-])cc3)n2)cc1
  i	0.67
- COC(=O)c1ccc(/C=N\n2c(C)nnc2C)cc1
  i	-0.12
- COCCNC(=O)/C(C#N)=C/c1ccc(OCc2ccccc2)cc1
  i	-0.61
- CC(Oc1cc(F)ccc1[N+](=O)[O-])C(=O)N(C)CC(=O)Nc1ccccc1C(F)(F)F (stereo unspecified)
  i	-2.7
- Cn1c(SCC(=O)c2ccccc2)nnc1-c1cccs1
  i	-0.53
- CCOCCc1nnc(NC(=O)c2cc(OC)c(OC)cc2[N+](=O)[O-])s1
  i	0.66
- CCC(Nc1ccc(OC)cc1)C(=O)N/N=C/c1ccc([N+](=O)[O-])cc1 (stereo unspecified)
  i	0.04
- CC1CCCCN1CCCNC(=O)c1nn(C)c2c1CS(=O)(=O)c1ccccc1-2 (stereo unspecified)
  i	-0.31
- CN(C)CCCN(C(=O)c1ccc2c(c1)CCCC2)c1nc2ccc(Cl)cc2s1
  i	-4.3*
- COc1ccc(C(=O)OC2CCN(c3ncc(C(F)(F)F)cc3Cl)CC2)cc1
  -8.7*	-0.02
- CCOc1ccc(C(CC(=O)O)NC(=O)c2cccs2)cc1OC (stereo unspecified)
  i	0.35
- CC(=O)c1c(C)n(-c2ccc(C)cc2)c2ccc(O)cc12
  i	-0.29
- O=C(CCc1nnc(-c2ccccc2)o1)NCC1CCN(C2CCCC2)CC1
  i	0.79
- COc1ccccc1NS(=O)(=O)c1cn(C)cn1
  i	1.3
- Cc1ccccc1-c1nc(CS(=O)(=O)CC(=O)NCCc2ccccc2)c(C)o1
  i	-2
- Oc1c(C(Nc2ccccn2)c2cccnc2)cc(Cl)c2cccnc12 (stereo unspecified)
  i	-1.2
- COc1cc(CN2CCC(C(=O)N3CCN(c4ccccc4F)CC3)CC2)cc(OC)c1O
  i	-0.37

A draw from above in order of length of the SMILES, high to low:
Each structure is followed by: KCNQ2 inh	Kir21 block
- NC(=O)CC(NC(=O)Cc1ccc(Br)cc1)c1ccc(NCc2cc(F)ccc2F)c([N+](=O)[O-])c1 (stereo unspecified)
  i	0
- CC(/C=C/c1ccccc1)=N\Nc1nc2c(c(=O)[nH]c(=O)n2C)n1CCO
  i	0.01
- CCc1ccc2oc(C(=O)Nc3cccnc3)c(C)c2c1
  i	0.74
- O=C(C[n+]1cc[nH]c1)c1ccc(Cl)cc1
  i	1.1

Next records.
Each structure is followed by: KCNQ2 inh	Kir21 block
- CN(C)S(=O)(=O)c1ccc(NC(=O)N2CCN(c3ccccc3)CC2)cc1
  i	0.59
- CCOC(=O)N1CCN(C(=O)CSc2nc3c([nH]c4ccccc43)c(=O)n2C)CC1
  i	-1.5
- COc1ccc(Cl)cc1NC(=O)C1(c2cccs2)CCOCC1
  i	-0.58
- CS(=O)(=O)c1ccccc1-c1nc(-c2cc(C(F)(F)F)cc(C(F)(F)F)c2)no1
  i	1.9
- COC(=O)C1=C(C)Nc2c(c(=O)n(C)c(=O)n2C)C1c1ccc(C)cc1 (stereo unspecified)
  i	0.55
- COc1ccc(NC(=O)CCn2c(=O)c3cccn3c3ccccc32)cc1
  i	-0.59
